NR3A LBD binder: NR3A (human) ligand-binding domain modulation; NR3A LBD differential scanning fluorimetry, Tm shift; 0% = protein alone, 100% = glycine-bound protein; 340,000 compounds, 2.5% hits; Tm shift relative to glycine control, % at 25 µM;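 active = melting temperature shift of at least 10% of the positive control shift, at one fixed dose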
MPTP block: permeability transition pore inhibition. isolated mouse mitochondria, Ca2+ swelling absorbance, 30 min. inhibition, % at 10 µM. 360,000 compounds, 1.4% hits. AID 602449;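 active = inhibition of 50% or more, scaled per plate between neutral and stimulator controls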;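 note: 0% = DMSO wells given calcium and 100% = 1 mM EGTA wells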
APJ antag: antagonists of human APJ apelin receptor | inhibition, % at 20 µM | CHO-K1 APJ beta-arrestin complementation, luminescence | AID 2521 | 330,000 compounds, 0.32% hits | P35414;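 active = inhibition above about 40% at 20 µM, limit read from the data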;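 note: cells challenged with 10 nM apelin-13 agonist together with compound; plate controls were apelin-13 plus DMSO wells for no effect and DMSO wells lacking apelin-13 for full effect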
Target sequence (P35414 whole entry, looked up): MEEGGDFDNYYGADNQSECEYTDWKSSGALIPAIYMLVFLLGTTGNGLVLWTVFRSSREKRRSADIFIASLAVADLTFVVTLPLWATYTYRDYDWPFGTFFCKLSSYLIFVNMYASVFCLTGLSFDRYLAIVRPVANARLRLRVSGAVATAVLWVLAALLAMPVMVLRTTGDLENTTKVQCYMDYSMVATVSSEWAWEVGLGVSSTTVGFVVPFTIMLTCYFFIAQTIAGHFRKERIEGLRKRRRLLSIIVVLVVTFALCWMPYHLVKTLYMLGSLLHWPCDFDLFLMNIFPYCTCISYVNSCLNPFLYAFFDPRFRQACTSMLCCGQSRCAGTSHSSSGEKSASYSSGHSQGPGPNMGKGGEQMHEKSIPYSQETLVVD
tim10-1 inh: tim10-1 yeast growth inhibition | S. cerevisiae tim10-1 ts strain growth, BacTiter-Glo, 24 h | inhibition, % at 20 µM | 330,000 compounds, 2.2% hits | AID 463190;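 active = inhibition of at least 40%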;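 note: mutant grown at 25 °C; 0% = DMSO wells with yeast and 100% = wells holding no yeast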
TIM10 inh: TIM10 yeast growth inhibition. S. cerevisiae TIM10 strain growth, BacTiter-Glo luminescence, 24 h. inhibition, % at 10 µM. 330,000 compounds, 1.4% hits. AID 463195;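 active = inhibition of 40% or more at the single tested concentration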;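 note: wild-type TIM10 isogenic control strain grown at permissive 25 °C; 0% = DMSO yeast wells and 100% = minimal medium wells without yeast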
MIN6 prolif: MIN6 beta-cell proliferation induction | 330,000 compounds, 0.29% hits | MIN6 cells proliferation, ATPlite luminescence, 48 h; cells starved in 0.2% serum; 100% = growth in 10% serum | proliferation, % at 10 µM;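 active = compounds whose signal lies at least 3.5 SD above the mean of all wells on their plate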;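 note: 0% = DMSO-treated cells in low-serum medium and 100% = 10% serum control; some compounds called inactive have numbers as strong as hits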
APJ agonist: activates the human apelin receptor APJ. activation, % at 20 µM. 330,000 compounds, 0.11% hits. CHO-K1 APJ PathHunter beta-arrestin, luminescence; 0% DMSO wells, 100% apelin. P35414;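 active = activation more than six SD over the plate average, tested at 20 µM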;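 note: 0% = DMSO alone and 100% = apelin-13 at 10 nM; some results filed as inactive read as strong as hits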
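Incubation: overnight seeding, 90 min compound at 25 °C, 1 h detection; test system: PathHunter CHO-K1 APJ (AGTRL-1) beta-arrestin reporter cells; amount: 1000 cells/well; doses: one dose, 20 µM compound, 1% DMSO; measured by: beta-gal luminescence; measure: agonist-driven arrestin binding to APJ; benchmarks: negative DMSO alone, positive Apelin-13 at 10 nM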
NALP3 yeast inh: NALP3 inhibition in yeast | Yeast reconstituted NLRP3/ASC/caspase-1, beta-gal luminescence, 24 h | inhibition, % at 10 µM | 330,000 compounds, 0.39% hits;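 active = inhibition of 50% or more; inactive = inhibition below 50%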;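 note: plate controls were induced DMSO wells for no effect and uninduced yeast grown without galactose for full effect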
tim23-1 inh: tim23-1 yeast growth inhibition. S. cerevisiae tim23-1 growth, BacTiter-Glo luminescence, 24 h. inhibition, % at 20 µM. AID 463212. 330,000 compounds, 1.3% hits;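 active = growth inhibition of the mutant yeast at or above 50%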;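 note: temperature-sensitive mutant grown at 25 °C; plate controls were DMSO-treated mutant yeast for no effect and medium wells lacking yeast for full effect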
Starred values were filed as active, the others as inactive; nt = no result given.

SMILES	NR3A LBD binder	MPTP block	APJ antag	tim10-1 inh	TIM10 inh	MIN6 prolif	APJ agonist	NALP3 yeast inh	tim23-1 inh
O=C(OC1C2CCC1C1CN(CCc3ccccc3)CC12)c1ccccc1 (centres undefined)	-10	40	-1	9	14	-1	-2	8	-4
NC(=O)NC(=O)COC(=O)c1cccnc1Nc1ccccc1F	-2	-0.4	-5	14	2	-2	-5	11	10
CCCNC(=O)Nc1cc(OCC)c(N2CCOCC2)cc1OCC	2	-0.1	-43	17	-8	-3	3	8	16
Cc1onc(-c2ccccc2)c1C(=O)c1ccccc1	-1	0.6	6	10	13	-4	-1	-3	21
Cc1ccc(S(=O)(=O)NCC(=O)NCC(=O)OCC(=O)N2CC(=O)Nc3ccccc32)cc1C	-2	2.1	-21	12	5	1	-1	14	5
Cc1ccc(CN2CCC(n3nccc3NC(=O)CCOc3ccccc3)CC2)o1	0	0.0	16	1	-3	1	-2	13	7
CC1(C)CC(=O)c2sc(N)nc2C1	0	83*	16	11	4	-3	-3	0	8
COc1ccccc1-c1csc(NC(=O)c2cc(-c3cccs3)nc3ccccc23)n1	-2	1.9	20	30	16	-3	-3	0	17
COc1ccc(S(=O)(=O)NCCOc2ccccc2)cc1F	2	0.7	10	0	-4	0	3	12	1
CNc1ccncc1S(=O)(=O)NC	-1	-0.8	-5	11	2	0	3	27	8
O=C(Nc1cccc2ncccc12)c1ccc2c(c1)OCCO2	-2	-4.6	-2	1	-6	-3	-4	13	4
CC1CCCC/C1=N\NC(=S)Nc1ccccc1 (centres undefined)	5	0.6	3	23	28	-2	-2	10	24
Cc1ccc(OCC(O)Cn2c3ccccc3c3ccccc32)cc1 (centres undefined)	12*	8.5	4	34	20	-5	3	5	33
COc1ccccc1C(=O)N1CCNC(=O)C1CC(=O)Nc1ccc(Cl)cc1 (centres undefined)	0	-4.5	7	5	4	0	-2	3	13
O=C(COC(=O)c1ccc(-n2cnnn2)cc1)c1ccc(Br)cc1	1	-0.8	-6	-2	5	-3	0	12	1
O=C(Nc1ccc(O)cc1C(=O)O)c1ccc2c(c1)C(=O)N(Cc1ccco1)C2=O	-19	-1.0	13	10	8	-1	-4	7	0
COc1ccccc1C1NC(=O)CCC1[N+](=O)[O-] (centres undefined)	0	-0.5	8	12	0	0	-3	6	-2
CC(C)CC(=O)Nc1cccc(NC(=O)c2ccccc2Cl)c1	-1	1.0	-17	5	-3	-3	2	14	25
COCCn1cnc2c1c(=O)n(CC(=O)NN)c(=O)n2Cc1ccccc1	0	0.5	23	11	9	1	-1	17	14
CC(=O)N1CCN(S(=O)(=O)c2cccc(C(=O)NC3CC3)c2)CC1	-1	-0.2	6	-15	5	-2	-5	-6	-6
Cc1cccc(N(C(=O)CNC(=O)c2ccco2)C(C(=O)NC2CCCC2)c2ccncc2)c1 (centres undefined)	0	-0.2	-1	28	-11	-2	-3	11	5
O=C(CCc1ccccc1)N1CCN(c2ccccc2F)CC1	-1	-1.7	14	29	-20	-1	-2	10	16
O=C(COc1ccccc1)Nc1ccc(S(=O)(=O)Nc2ccccn2)cc1	-4	0.1	-6	-5	7	-3	2	12	14
COc1ccc(NC(=O)Cn2nnc(C(=O)NCc3ccc(C)cc3)c2N)cc1OC	3	-1.8	29	6	-3	-2	-2	5	-14
CN1CCC(N(C)C(=O)CNC(=O)c2ccc(C(C)(C)C)cc2)CC1	3	-5.7	-3	7	6	-1	-5	7	0

An excerpt from above in order of count of non-hydrogen atoms, smallest number first.
SMILES	NR3A LBD binder	MPTP block	APJ antag	tim10-1 inh	TIM10 inh	MIN6 prolif	APJ agonist	NALP3 yeast inh	tim23-1 inh
CNc1ccncc1S(=O)(=O)NC	-1	-0.8	-5	11	2	0	3	27	8
COc1ccccc1C1NC(=O)CCC1[N+](=O)[O-] (centres undefined)	0	-0.5	8	12	0	0	-3	6	-2
Cc1onc(-c2ccccc2)c1C(=O)c1ccccc1	-1	0.6	6	10	13	-4	-1	-3	21
COc1ccc(S(=O)(=O)NCCOc2ccccc2)cc1F	2	0.7	10	0	-4	0	3	12	1
O=C(Nc1cccc2ncccc12)c1ccc2c(c1)OCCO2	-2	-4.6	-2	1	-6	-3	-4	13	4
NC(=O)NC(=O)COC(=O)c1cccnc1Nc1ccccc1F	-2	-0.4	-5	14	2	-2	-5	11	10
Cc1ccc(OCC(O)Cn2c3ccccc3c3ccccc32)cc1 (centres undefined)	12*	8.5	4	34	20	-5	3	5	33
O=C(COc1ccccc1)Nc1ccc(S(=O)(=O)Nc2ccccn2)cc1	-4	0.1	-6	-5	7	-3	2	12	14
COc1ccccc1C(=O)N1CCNC(=O)C1CC(=O)Nc1ccc(Cl)cc1 (centres undefined)	0	-4.5	7	5	4	0	-2	3	13
O=C(Nc1ccc(O)cc1C(=O)O)c1ccc2c(c1)C(=O)N(Cc1ccco1)C2=O	-19	-1.0	13	10	8	-1	-4	7	0
COc1ccccc1-c1csc(NC(=O)c2cc(-c3cccs3)nc3ccccc23)n1	-2	1.9	20	30	16	-3	-3	0	17
Cc1ccc(S(=O)(=O)NCC(=O)NCC(=O)OCC(=O)N2CC(=O)Nc3ccccc32)cc1C	-2	2.1	-21	12	5	1	-1	14	5

Continuation.
SMILES	NR3A LBD binder	MPTP block	APJ antag	tim10-1 inh	TIM10 inh	MIN6 prolif	APJ agonist	NALP3 yeast inh	tim23-1 inh
Cc1nn(C(C)C(=O)NCCc2cccs2)c(=O)c2nn(-c3ccccc3)c(C)c12 (centres undefined)	1	0.5	3	-3	12	1	1	11	4
N=c1n(Cc2ccc(Cl)cc2)c2ccccc2n1CC(O)c1ccco1 (centres undefined)	2	84*	14	10	4	0	3	11	10
O=C(CSc1cccc2cccc(Cl)c12)NC1=NCCS1	-3	-0.3	-45	25	18	-3	3	21	13
COc1ccc(C(C(=O)NC2CCCCC2)N(C(=O)Cc2c[nH]c3ccccc23)c2ccccc2)cc1OC (centres undefined)	-1	-0.7	-6	13	-1	-2	-1	5	23
CC(C)(C)c1ccc(S(=O)(=O)N2CCN(C(=O)C3=COCCO3)CC2)cc1	0	-0.9	-9	9	20	0	2	15	19
CC1CCN(C(=O)c2[nH]cnc2C(=O)Nc2ccon2)CC1	0	-0.2	9	18	4	9	-1	-6	16
Cn1cccc1C1CCCN1CC(=O)Nc1ccc(F)c(F)c1F (centres undefined)	4	-1.6	11	-4	0	-2	-3	9	-1
CCOc1cc(Cl)c(CNCCCN2CCOCC2)cc1OC	-1	0.0	-25	-20	-18	-2	-1	5	-39
COc1ccc(CCNC(=O)Cc2cc(OC)c(OC)cc2[N+](=O)[O-])cc1OC	1	-0.2	11	4	-4	-4	-4	3	6
O=C(NC1CCCc2c1cnn2-c1cc(F)cc(F)c1)c1cc[n+]([O-])cc1 (centres undefined)	0	-1.4	5	-2	-1	-4	1	16	0
Oc1ccc(CN2CCC(Cc3ccccc3)CC2)c2cccnc12	-4	nt	3	-14	2	-5	-4	12	13
CSc1ccccc1C(=O)NCCSC(C)(C)C	-1	2.7	8	2	1	3	-4	19	2
Cc1ccc(S(=O)(=O)N2CCN(S(=O)(=O)c3ccc(C)cc3)C2c2ccccc2)cc1	-3	-2.3	17	24	31	-2	-2	-1	23
O=C(NNC(=O)c1ccc(F)c(S(=O)(=O)N2CCOCC2)c1)c1ccc(Br)cc1	-3	-0.9	5	-12	3	-1	-3	4	4
CON(C)C(=O)CC(CN(Cc1ccccc1)C(=O)OC(C)(C)C)c1ccc(Cl)cc1 (centres undefined)	0	-2.0	2	20	18	-5	-4	11	39
Cc1ccc(C)c(C(=O)OCC(=O)Nc2cccc(S(=O)(=O)N3CCCCC3)c2)c1	3	7.0	-5	26	10	-8	2	14	22
Cc1c(Cl)cccc1NC(=O)Nc1ccn(C)n1	0	-1.7	6	14	15	0	-1	24	17
O=c1oc(-c2cccc([N+](=O)[O-])c2)nc2ccccc12	0	-1.5	-1	24	27	-2	-3	4	39
CCOC(=O)C1CCCn2c1nc1sc3c(c1c2=O)CCCC3 (centres undefined)	1	-0.4	-7	19	-10	-3	-4	5	10
CCn1cc(C(=O)NCC2CCCO2)c(=O)c2cc(S(=O)(=O)N(C)C3CCCCC3)ccc21 (centres undefined)	0	-1.3	-3	-9	8	1	-1	-6	4
O=C(CCOc1ccccc1)Nc1ccccc1[N+](=O)[O-]	4	0.6	2	21	2	-2	-1	13	-4
COc1ccccc1-n1cnnc1SCC(=O)c1ccc[nH]1	-1	-2.9	3	4	-15	-2	1	9	2
Cc1nn(-c2ccc(F)cc2)c(Cl)c1/C=C(\CCC(=O)O)c1nc2ccccc2s1	-18	0.0	-44	33	23	1	-1	-8	40
CN(CC(=O)Nc1ccccc1Cl)C(=O)COC(=O)c1ccc([N+](=O)[O-])cc1Cl	-1	-0.8	-124	9	14	0	9	24	4
CCOC(=O)c1sc(NC(=O)CCN2CCN(CC)CC2)c(C(=O)OCC)c1C	-1	-0.6	23	33	17	-6	-3	18	21
